# Compound activity as filed in PubChem BioAssay.
# beta cell repl – inducers of beta-cell replication in MIN6 cells; MIN6 cells proliferation, ATPlite luminescence, 48 h; cells starved in 0.2% serum; 100% = growth in 10% serum; hit rate 0.29% among 330,000; proliferation, % at 10 µM;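 active = compounds whose signal lies at least 3.5 SD above the mean of all wells on their plate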;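 also: 0% = DMSO-treated cells in low-serum medium and 100% = 10% serum control; some compounds called inactive have numbers as strong as hits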
# mIAP block – blocks mouse intestinal alkaline phosphatase; hit rate 0.2% among 330,000; purified mouse IAP, CDP-Star luminescence, 30 min; inhibition, % at 10 µM;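 active = inhibition of at least 40% at 10 µM in the primary screen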;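 also: plate controls were DMSO with enzyme for no effect and no enzyme wells for full effect; values of inactives mirror those of a sister screen read the other way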
# hIAP inh – blocks human intestinal alkaline phosphatase; P09923; inhibition, % at 10 µM; hit rate 0.12% among 330,000; purified IAP, CDP-Star luminescence, 30 min;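 active = inhibition reaching a set limit with compound at 10 µM in the primary screen, cut at about 35% in these data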;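 also: plate controls were DMSO wells with enzyme for no effect and no-enzyme buffer wells for full effect; values of inactives mirror those of a sister screen read the other way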
# mIAP activ – mouse IAP activation; muIAP, CDP-Star luminescence, 30 min; hits give high values; 1 = vehicle-only enzyme signal, 0 = enzyme-free wells; activation factor at 10 µM; hit rate 0.24% among 330,000;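 active = activation factor of at least 2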; also: the source names both 10 and 20 µM as test concentration; values of inactives mirror those of a sister screen read the other way
#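 also added = chemiluminescent substrate CDP-Star | test system = mouse IAP enzyme | signal = chemiluminescence readout | compound = DMSO-dissolved test compounds | incubation = 30 min at room temperature | benchmarks = DMSO wells, no-enzyme wells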
# A3G deaminase – inhibitors of human APOBEC3G DNA deaminase; recombinant A3G, ssDNA deamination FAM/TAMRA fluorescence; inhibition, % at 20 µM; hit rate 0.28% among 330,000; AID 493012;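 active = inhibition of at least 40% at 20 µM, with no more than 30% in the related APOBEC3A deaminase screen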;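 also: plate controls were DMSO wells with A3G for no effect and wells lacking A3G enzyme for full effect; some compounds called inactive have numbers as strong as hits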
# Target sequence (Q9HC16 whole entry, looked up): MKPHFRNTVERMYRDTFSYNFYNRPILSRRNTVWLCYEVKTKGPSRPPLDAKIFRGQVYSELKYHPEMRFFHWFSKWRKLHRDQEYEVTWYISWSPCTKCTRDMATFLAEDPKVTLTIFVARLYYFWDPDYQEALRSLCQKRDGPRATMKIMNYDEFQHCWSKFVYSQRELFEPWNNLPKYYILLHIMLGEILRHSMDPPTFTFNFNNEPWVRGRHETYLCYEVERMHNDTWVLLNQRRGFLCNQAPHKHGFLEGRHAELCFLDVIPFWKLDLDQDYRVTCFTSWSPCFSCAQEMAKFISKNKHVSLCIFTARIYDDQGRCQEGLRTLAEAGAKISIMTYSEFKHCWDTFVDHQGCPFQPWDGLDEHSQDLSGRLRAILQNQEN
# MPTP block – blocks calcium-induced mitochondrial swelling; isolated mouse mitochondria, Ca2+ swelling absorbance, 30 min; AID 602449; inhibition, % at 10 µM; hit rate 1.4% among 360,000;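 active = inhibition of 50% or more, scaled per plate between neutral and stimulator controls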;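 also: 0% = DMSO wells given calcium and 100% = 1 mM EGTA wells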
# ATG4B inhibitor – blocks human ATG4B protease cleavage of LC3 substrate. inhibition, % at 8.33 µM. ATG4B cleavage of LC3-PLA2, NBD-HPC fluorescence, 1 h. hit rate 0.51% among 340,000. Q9Y4P1; in the data active = inhibition above about 40%
# Target sequence (Q9Y4P1 whole entry, looked up): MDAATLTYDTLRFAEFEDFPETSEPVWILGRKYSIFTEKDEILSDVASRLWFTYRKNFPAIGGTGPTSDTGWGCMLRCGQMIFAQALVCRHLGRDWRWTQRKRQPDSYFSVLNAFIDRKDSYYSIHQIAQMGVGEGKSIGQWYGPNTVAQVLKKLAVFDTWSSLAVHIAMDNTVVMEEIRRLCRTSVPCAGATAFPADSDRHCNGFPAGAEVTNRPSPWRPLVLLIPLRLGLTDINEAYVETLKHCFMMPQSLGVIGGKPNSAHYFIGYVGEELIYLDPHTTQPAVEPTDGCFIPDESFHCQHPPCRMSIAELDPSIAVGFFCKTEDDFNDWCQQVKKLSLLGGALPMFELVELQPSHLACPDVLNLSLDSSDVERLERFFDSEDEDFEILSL
# A3A deaminase – inhibitors of human APOBEC3A DNA deaminase | P31941 | recombinant A3A, FAM/TAMRA ssDNA deamination fluorescence | inhibition, % at 20 µM | hit rate 0.41% among 330,000 | AID 493011;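 active = at least 40% inhibition at 20 µM here, with at most 30% in a related deaminase screen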;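 also: plate controls were A3A with DMSO for no effect and wells lacking A3A enzyme for full effect; some results filed as inactive read as strong as hits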
# Target sequence (P31941 whole entry, looked up): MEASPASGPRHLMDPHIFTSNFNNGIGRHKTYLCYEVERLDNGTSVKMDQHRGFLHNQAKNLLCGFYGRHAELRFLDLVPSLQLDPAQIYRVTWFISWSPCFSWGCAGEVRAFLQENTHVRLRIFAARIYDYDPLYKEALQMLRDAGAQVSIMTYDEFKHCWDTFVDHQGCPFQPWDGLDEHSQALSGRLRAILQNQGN
# hIAP activ – human IAP activation; P09923; activation factor at 10 µM; hit rate 0.16% among 330,000; purified human IAP, CDP-Star luminescence, 30 min; hits give high values; 1 = vehicle-only enzyme, 0 = enzyme-free background;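 active = activation factor of the enzyme at least 2-fold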; also: the source names both 10 and 20 µM as test concentration; values of inactives mirror those of a sister screen read the other way
# Starred values were filed as active, the others as inactive; / = not tested or not shown. Rows were taken by chance. About 3.3% of those tested had a hit in this group.
SMILES,beta cell repl,mIAP block,hIAP inh,mIAP activ,A3G deaminase,MPTP block,ATG4B inhibitor,A3A deaminase,hIAP activ
Cc1nn2c(-c3ccncc3)nnc2c2ccccc12,0,-9,-12,1.1,-4,-2.6,-3,-2,1.1
CCOc1ccc(S(=O)(=O)N(C)c2ccc(OCC(=O)Nc3ccc4[nH]c(=O)[nH]c4c3)cc2)cc1,0,-24,-24,1.2,-4,-1.3,-23,6,1.2
CC(NC(=O)COC(=O)Cn1cnc2ccccc2c1=O)C1CC2CCC1C2 (configuration not stated),0,-7,13,1.1,4,-0.2,-3,1,0.87
Cn1nc(C(=O)N2CCN(C(c3ccccc3)c3ccccc3)CC2)c2ccccc2c1=O,-3,3,-9,0.97,-7,3.4,9,20,1.1
O=C(Cn1cnc2ccccc2c1=O)Nc1ccc(-c2nnc3n2CCCCC3)cc1,0,5,-25,0.95,-8,-0.9,-15,-6,1.3
CCc1cccc(NC(=O)CSC2=NS(=O)(=O)c3ccccc32)c1,-6,8,-4,0.92,-26,0.2,-5,-1,1
COc1ccc(OC)c(-c2nc3cc4ccccc4cc3nc2-c2ccccc2)c1,-3,8,3,0.92,-1,2.7,9,1,0.97
Cc1ccc(-n2c(SCC(=O)N/N=C/C=C/c3ccccc3[N+](=O)[O-])nc3ccccc3c2=O)cc1,-3,6,10,0.94,-6,3.6,54*,-3,0.9
CCN(CCNC(=O)Nc1ccc(Cl)cc1)c1ccccc1,-4,-97,15,2,4,22,15,-6,0.85
O=C(OCn1nnc2ccccc2c1=O)c1cc(-c2ccccc2)nc2ccccc12,-5,22,19,0.78,-3,0.1,-16,3,0.81
CCN1CCN(CCCN(Cc2ccco2)C(=S)Nc2cccc(Cl)c2C)CC1,-1,1,6,0.99,-7,16,-12,-3,0.94
Cc1ccc(NC(=O)N2CCN(c3ccccn3)CC2)cc1,-4,5,9,0.95,-6,1.5,11,0,0.91
CC(=O)OCCn1c2nc(=O)[nH]c(=O)c-2nc2cc(C)c(C)cc21,-1,-6,14,1.1,7,0.3,-154,-33,0.85
Cc1c(C)c2c(OCC(=O)NCc3ccccn3)cc3c(c2oc1=O)CCC(C)(C)O3,0,-3,-3,1,-5,0.2,3,1,1
COc1ccccc1CCC(=O)Nc1ccc2c(c1)CN(CCCn1cccn1)CC2,-2,10,6,0.9,-6,-0.7,-4,-7,0.94
CSc1nn(-c2ccc(C(=O)OC(C(=O)NC(N)=O)C(C)C)cc2)c(=S)s1 (configuration not stated),-1,6,-4,0.94,-5,1.2,7,-1,1
CC(NC(=O)CN1C(=O)NC2(CCCCC2C)C1=O)c1ccccc1 (configuration not stated),2,-2,2,1,-6,-0.1,-5,1,0.98
Cc1ccc(CSCC(=O)Nc2ccccc2)cc1,-3,-9,1,1.1,-5,1.5,-8,-2,0.99
NNC(=O)c1cccc(COc2ccccc2Br)c1,-1,-2,-14,1,-3,-2.0,-10,2,1.1
Cc1ccc(NC(=O)Cc2ccc([N+](=O)[O-])cc2)c(Br)c1,-2,0,-4,1,-4,1.5,2,0,1
COc1ccc(N2C(=O)CCC(C(=O)NCc3ccccn3)C2c2ccc(OC)c(OC)c2)cc1 (configuration not stated),-1,0,5,1,-5,0.0,-6,-4,0.95
COC(=O)CCCn1nc(NC(=O)COc2ccc(F)cc2)cc1C,-3,-11,-25,1.1,-6,-1.9,3,-3,1.2
COc1cc(/C=N/N2C(C)CCCC2C)cc(Br)c1O (configuration not stated),-3,0,-2,0.99,2,-1.0,2,3,1
Cn1nc(C(F)(F)F)c(-c2ccc(Br)cc2)c1NC(=O)c1ccco1,-4,-6,-16,1.1,6,7.1,-5,1,1.2
COc1ccc(C(=O)/C=C/Nc2ccccn2)cc1,-4,15,-3,0.85,-5,0.3,-1,1,1

# Copied from above, 12 compounds:
SMILES,beta cell repl,mIAP block,hIAP inh,mIAP activ,A3G deaminase,MPTP block,ATG4B inhibitor,A3A deaminase,hIAP activ
Cc1nn2c(-c3ccncc3)nnc2c2ccccc12,0,-9,-12,1.1,-4,-2.6,-3,-2,1.1
CCOc1ccc(S(=O)(=O)N(C)c2ccc(OCC(=O)Nc3ccc4[nH]c(=O)[nH]c4c3)cc2)cc1,0,-24,-24,1.2,-4,-1.3,-23,6,1.2
CC(NC(=O)COC(=O)Cn1cnc2ccccc2c1=O)C1CC2CCC1C2 (configuration not stated),0,-7,13,1.1,4,-0.2,-3,1,0.87
Cn1nc(C(=O)N2CCN(C(c3ccccc3)c3ccccc3)CC2)c2ccccc2c1=O,-3,3,-9,0.97,-7,3.4,9,20,1.1
O=C(Cn1cnc2ccccc2c1=O)Nc1ccc(-c2nnc3n2CCCCC3)cc1,0,5,-25,0.95,-8,-0.9,-15,-6,1.3
CCc1cccc(NC(=O)CSC2=NS(=O)(=O)c3ccccc32)c1,-6,8,-4,0.92,-26,0.2,-5,-1,1
COc1ccc(OC)c(-c2nc3cc4ccccc4cc3nc2-c2ccccc2)c1,-3,8,3,0.92,-1,2.7,9,1,0.97
Cc1ccc(-n2c(SCC(=O)N/N=C/C=C/c3ccccc3[N+](=O)[O-])nc3ccccc3c2=O)cc1,-3,6,10,0.94,-6,3.6,54*,-3,0.9
CCN(CCNC(=O)Nc1ccc(Cl)cc1)c1ccccc1,-4,-97,15,2,4,22,15,-6,0.85
O=C(OCn1nnc2ccccc2c1=O)c1cc(-c2ccccc2)nc2ccccc12,-5,22,19,0.78,-3,0.1,-16,3,0.81
CCN1CCN(CCCN(Cc2ccco2)C(=S)Nc2cccc(Cl)c2C)CC1,-1,1,6,0.99,-7,16,-12,-3,0.94
Cc1ccc(NC(=O)N2CCN(c3ccccn3)CC2)cc1,-4,5,9,0.95,-6,1.5,11,0,0.91

# (next part)
SMILES,beta cell repl,mIAP block,hIAP inh,mIAP activ,A3G deaminase,MPTP block,ATG4B inhibitor,A3A deaminase,hIAP activ
COc1cc(NC(=O)CCS(=O)(=O)c2ccc3c(c2)oc(=O)n3C)cc(OC)c1,2,4,15,0.96,-5,4.5,-6,0,0.85
COc1ccc(C2CC(c3ccc(F)cc3)n3nc(NS(C)(=O)=O)nc3N2)cc1 (configuration not stated),-2,-8,-1,1.1,-1,1.1,-3,-1,1
CCOC(=O)C1=NN(C(=O)c2ccc(C)cc2)C(O)(c2ccc(Cl)cc2)C1 (configuration not stated),0,24,-16,0.76,-1,35,1,-2,1.2
CC(C)(C)c1nn(-c2ccccc2)c2[nH]c(=O)c(CNc3ccc4c(c3)OCCO4)cc12,-4,7,13,0.93,4,1.4,25,-4,0.87
CCOC(=O)N1CCN(S(=O)(=O)N2CCCC(C(=O)NCCc3ccc(OCC)c(OCC)c3)C2)CC1 (configuration not stated),-1,5,-7,0.95,-2,4.1,-3,-4,1.1
COc1ccc(N(CC(=O)NCc2ccccc2)S(=O)(=O)c2c(C)nn(C)c2C)cc1,2,-4,-6,1,-1,0.0,-6,4,1.1
Cc1ccc(-c2noc(-c3ccccc3C(=O)NCC3CCCO3)n2)cc1 (configuration not stated),-2,-7,-3,1.1,-3,0.5,1,1,1
COc1cc(/C=N/NC(=O)CCC(=O)NC2CCCCC2)ccc1C,-1,7,-5,0.93,-9,-0.3,-4,-3,1.1
COc1cccc(/C=N/NC(=O)CNC(=O)C(c2ccccc2)c2ccccc2)c1O,-3,4,-38,0.96,-1,4.6,-15,4,1.4
CC(C)(C)OC(=O)N[C@@H](Cc1ccccc1)c1nnc(S(=O)(=O)Cc2ccccc2)o1,-5,-2,3,1,-6,/,/,-2,0.97
CCOc1ccsc1C(=O)OC,-1,1,4,0.99,-4,1.3,-5,2,0.96
COc1cc(OC)cc(-c2c(-c3cccs3)c3cc(-c4ccc(C(N)=O)cc4)ccc3n2C)c1,-6,4,-7,0.96,-9,-0.1,-1,-1,1.1
O=C(CSCc1ccccc1)Nc1ccccc1C(=O)Nc1ccc(C(=O)O)cc1,-1,-4,-12,1,0,-0.1,10,1,1.1
CN1CCN(S(=O)(=O)c2cccc(C(=O)NCc3ccc(Cl)cc3)c2)CC1,3,-8,-13,1.1,0,-0.8,-20,2,1.1
CCCCc1c(O)nc(SCC(=O)Nc2ccc(C)cc2)n(-c2ccc(OC)cc2)c1=O,-5,15,18,0.85,-7,-1.7,-2,-6,0.82
COC(=O)c1cccc(-n2c(=O)n(Cc3ccccc3)c(=O)c3[nH]cnc32)c1C,2,0,7,1,-6,-0.7,1,-2,0.93
CN(C)S(=O)(=O)c1ccc(C(=O)OCC(=O)Nc2ccc(OC(F)F)cc2)cc1,-3,-4,1,1,-3,-0.8,-9,3,0.99
CC1Cc2nc(SCC(=O)Nc3ccc4c(c3)OCO4)n(Cc3ccccc3)c(=O)c2S1 (configuration not stated),-4,-28,-2,1.3,-1,0.2,-5,-8,1
COCC(C)NC(=O)CSc1nnc(-c2cccc(S(=O)(=O)N3CCCCC3)c2)o1 (configuration not stated),-2,-11,-3,1.1,-5,-1.0,3,1,1
COc1cccc(-c2nnc(-c3ccc(C)o3)o2)c1,-4,2,14,0.98,-4,0.2,-14,0,0.86
CN1CCN(C(=O)c2ccccc2NC(=O)c2cccc(Cl)c2)CC1,0,2,-2,0.97,-3,-0.3,-3,0,1
COc1ccc(N(C(=O)CNC(=O)c2ccco2)C(C(=O)NC2CCCC2)c2ccncc2)cc1 (configuration not stated),2,-14,-17,1.1,-12,-0.4,-8,-3,1.2
COC(=O)c1cc(-c2ccc(OC)c(OC)c2)on1,2,4,5,0.96,1,0.0,-11,1,0.95
COc1ccc(NC(=O)/C(=C/c2cccs2)NC(=O)c2ccco2)cc1,2,4,27,0.96,1,1.3,-10,1,0.73
CCCSc1nc(C)cc(C)c1S(=O)(=O)c1ccccc1C,-2,5,-3,0.95,11,2.4,2,1,1
Cc1cc(C)c(C(=O)C2OC(=O)C(C)(C)C(=O)C2(C)C)c(C)c1 (configuration not stated),0,-3,-6,1,-11,-2.5,2,-3,1.1
Cc1ccc(NC(=O)c2cccc(N3C(=O)C4C5C=CC(C5)C4C3=O)c2)cc1C (configuration not stated),0,-3,-15,1,-2,-1.2,-4,-1,1.2
CC(=O)C1=C(c2ccccc2)NC(=O)NC1c1ccc(O)c(O)c1 (configuration not stated),0,12,-18,0.88,-2,-0.5,0,0,1.2
